Screens from PubChem.
Nrf2 activator = activators of Nrf2 (ARE) signaling. AREc32 ARE-luciferase reporter (MCF7-derived line), luminescence, 24 h. Potency, µM (titrated, usually from 46.1 µM), for inactives: at the highest dose activation, hits mostly activators. 0.31% of 410,000 active. AID 624171; note: % of control where 0% means no effect; nearly all actives have a fitted effect of over 65% in size
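ARE activation measured as luciferase luminescence (Steady-Glo, 30 min RT) in AREc32_Fluc cells after 24 hr compound exposure at 37 deg C, 5% CO2; cells seeded overnight at 1000/well in OPTI-MEM, 5% FBS.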
Nrf2 block = Nrf2 pathway inhibition; 2.1% of 360,000 active; A549 ARE-Fluc reporter, luciferase luminescence, 18-24 h; Potency, µM (top dose mostly 46 µM), for the others: top-dose activity change, negative = inhibition, actives largely listed as inhibitors; AID 504444; note: % is set by controls: 0 for no effect and ±100 for the full control effect; nearly all actives have a fitted effect of over 60% in size
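Cells were seeded and rested 2 h, then exposed to compounds for 18-24 h. CellTiter-Fluor was read first as a viability measure. BugLite was added 15 min before the final luminescent read of ARE-luciferase activity in A549 cells.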
TGFb SMAD3 inh = blocks TGF-b signaling. HepG2 CAGA-GFP TGF-b/SMAD3 reporter, GFP fluorescence, 18 h; TGF-beta stimulated, 500 pg/mL final. Potency, µM (series often up to 46.1 µM), without a hit: top-dose activity, negative = inhibition, hits mostly inhibitors. 1.2% of 410,000 active; note: % is set by controls: 0 for no effect and ±100 for the full control effect; nearly all actives have a fitted effect of over 65% in size
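Cell-based qHTS in HEPG2 carrying a CAGA-GFP Smad reporter; compounds added before 500 pg/mL final TGF-beta, 18 h incubation at 37 degrees C, GFP fluorescence quantified per cell by imaging cytometry.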
MCF10A rereplic = DNA re-replication induction in MCF 10a cells; MCF 10A DNA re-replication, Hoechst nuclear intensity, 48 h; Potency, µM (series often up to 46.1 µM), without a hit: top-dose activity, positive = re-replication, hits mostly activators; 2.9% of 350,000 active; note: % of control where 0% means no effect; nearly all actives have a fitted effect of over 50% in size
ATXN2 expr inh = inhibitors of ATXN2 expression; HEK-293 ATXN2-luciferase reporter, luminescence, 24 h; Potency, µM (titrated, usually from 57 µM), for inactives: at the highest dose activity change, negative = inhibition, hits mostly inhibitors; 0.72% of 360,000 active; AID 1745845; note: % is set by controls: 0 for no effect and ±100 for the full control effect; nearly all actives have a fitted effect of over 55% in size
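qHTS (up to 57 uM final) was run with 24 h compound exposure of reporter cells at 37 °C. Each well was multiplexed: SteadyGlo luminescence measured ATXN2-luciferase expression after a fluorogenic Gly-Phe-AFC viability readout (25 uM final).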
EPAC2 antagonist = blocks human EPAC2 exchange factor; Q8WZA2; EPAC2 GEF exchange of Rap1B-BODIPY-GDP, fluorescence; Potency, µM (series often up to 114 µM), inactives show at the top dose activity, negative = inhibition, most hits filed as inhibitors; 0.18% of 360,000 active; AID 720708; note: % is set by controls: 0 for no effect and ±100 for the full control effect; nearly all actives have a fitted effect of over 45% in size; many of its hits are not listed in these tables
Target sequence (Q8WZA2 whole entry, looked up): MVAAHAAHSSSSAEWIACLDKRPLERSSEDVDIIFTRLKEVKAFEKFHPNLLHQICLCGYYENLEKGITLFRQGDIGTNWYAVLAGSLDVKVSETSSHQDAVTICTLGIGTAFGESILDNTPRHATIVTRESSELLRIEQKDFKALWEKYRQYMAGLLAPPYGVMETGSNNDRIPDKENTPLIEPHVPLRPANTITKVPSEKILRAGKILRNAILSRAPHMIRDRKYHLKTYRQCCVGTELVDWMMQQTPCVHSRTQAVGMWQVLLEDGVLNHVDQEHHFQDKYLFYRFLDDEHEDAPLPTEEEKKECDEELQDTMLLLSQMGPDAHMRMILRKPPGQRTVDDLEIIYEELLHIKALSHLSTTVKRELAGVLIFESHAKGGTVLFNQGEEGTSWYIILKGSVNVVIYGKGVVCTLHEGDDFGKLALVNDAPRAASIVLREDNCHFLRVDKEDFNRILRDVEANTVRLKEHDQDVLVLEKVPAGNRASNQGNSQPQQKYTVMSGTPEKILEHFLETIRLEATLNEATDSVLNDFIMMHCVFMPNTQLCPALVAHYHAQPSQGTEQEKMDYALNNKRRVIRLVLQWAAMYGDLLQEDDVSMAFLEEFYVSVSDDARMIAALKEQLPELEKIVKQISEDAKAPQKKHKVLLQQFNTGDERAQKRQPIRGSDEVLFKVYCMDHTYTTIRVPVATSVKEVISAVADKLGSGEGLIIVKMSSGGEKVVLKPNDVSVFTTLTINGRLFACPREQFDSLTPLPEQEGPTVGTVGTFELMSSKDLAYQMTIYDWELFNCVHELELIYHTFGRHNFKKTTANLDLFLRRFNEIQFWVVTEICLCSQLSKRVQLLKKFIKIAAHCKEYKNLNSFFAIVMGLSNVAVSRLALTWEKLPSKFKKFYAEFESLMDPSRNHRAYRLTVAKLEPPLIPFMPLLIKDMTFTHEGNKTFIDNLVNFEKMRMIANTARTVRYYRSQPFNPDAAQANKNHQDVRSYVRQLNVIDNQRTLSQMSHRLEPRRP
A549 tox = A549 cytotoxicity, counter-screen for Nrf2 inhibitors. A549 ARE-Fluc cells, CellTiter-Fluor viability, 18-24 h. AID 504648. 0.16% of 390,000 active. Potency, µM (highest dose often 46 µM), for inactives: at the highest dose activity change, negative = cytotoxicity, actives largely listed as inhibitors; note: % is set by controls: 0 for no effect and ±100 for the full control effect
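A549 ARE_Fluc cells in 5% FBS OPTI-MEM were exposed to compounds in concentration-response for 18-24 h at 37 deg C. Viability was read by CellTiter-Fluor fluorescence (Ex 405/Em 525) after 30 min, before the luciferase read.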
HepG2 tox = HepG2 cytotoxicity, counter-screen for TGF-b inhibitors; 0.76% of 410,000 active; Potency, µM (top dose mostly 46.1 µM), for the others: top-dose activity change, negative = cytotoxicity, usual class: cytotoxic; HepG2 CAGA-GFP viability, ATP luminescence, 18 h; note: some results filed as inactive show a strong effect at the top dose
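CellTiter-Glo luminescence gave cytotoxicity after 18 hours at 37 degrees C. The cells were HepG2 CAGA-GFP in 1% FBS DMEM, stimulated with 500 pg/mL TGF-beta after compound addition. %Activity was normalised to no-cell wells (complete cell-killing) and DMSO (no toxicity), and curves were fitted and classified.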
ATXN viability = viability counter-screen for ATXN expression inhibitors; S2 cells (HEK-293 line with an ATXN2-luciferase reporter) viability, CellTiter-Fluor protease fluorescence, 24 h; Potency, µM (doses to about 56.7 µM), most hits filed as cytotoxic; 0.49% of 400,000 active; note: nearly all actives have a fitted effect of over 40% in size
Numbers without * were called inactive; [ ] = dose if it differs, or a comment. Calls come from the whole dose curve; as a rule, active = well fitted curve in the direction sought with a large enough effect; inconclusive = small, poorly fitted or top-dose-only effect, or another doubt; inactive = no such curve, though single readings can be large; an effect the other way counts as inactive or inconclusive. Potency is the fitted concentration of half-maximal effect.

For Cc1ccc2cc(CN(c3ccccc3)S(=O)(=O)c3ccccc3)c(=O)[nH]c2c1 the results were Nrf2 activator -0.3%, Nrf2 block 6%, TGFb SMAD3 inh 13%, MCF10A rereplic 6%, ATXN2 expr inh 37%, EPAC2 antagonist 4%, A549 tox -21%, HepG2 tox 21% and ATXN viability inactive.
`CCCCOc1ccc(N=Cc2ccc[nH]2)cc1` gave Nrf2 activator 0.2%, Nrf2 block 1%, TGFb SMAD3 inh 19%, MCF10A rereplic inconclusive, ATXN2 expr inh 5%, EPAC2 antagonist -1%, A549 tox -1%, HepG2 tox 3% and ATXN viability inactive.
For Cc1ccc(CNC(=O)C(=O)NCC(c2cccnc2)N2CCN(c3ccccc3F)CC2)cc1 (configuration not stated) the results were Nrf2 activator 0.2%, Nrf2 block inconclusive, TGFb SMAD3 inh inconclusive, ATXN2 expr inh inconclusive, A549 tox inconclusive, HepG2 tox -27% and ATXN viability inconclusive.
O=c1[nH]c(CSc2nnc(-c3ccccc3)n2-c2ccccc2)nc2ccccc12 was read as Nrf2 activator 0.6%, Nrf2 block -9%, TGFb SMAD3 inh -8%, MCF10A rereplic -2%, ATXN2 expr inh -6%, EPAC2 antagonist -2%, A549 tox 6%, HepG2 tox -34% and ATXN viability inactive.
`COc1ccc(Cc2n[nH]c(=S)o2)cc1` gave Nrf2 activator -0.4%, Nrf2 block 2%, TGFb SMAD3 inh 12%, MCF10A rereplic -1%, ATXN2 expr inh -24%, EPAC2 antagonist 7%, A549 tox 1%, HepG2 tox -35% and ATXN viability inactive.
Screening Cc1ccc(C)c(NC(=O)C(Sc2nnc(-c3cccs3)o2)c2ccccc2)c1 (configuration not stated) returned Nrf2 activator 6.8%, Nrf2 block 15%, TGFb SMAD3 inh -6%, MCF10A rereplic -2%, ATXN2 expr inh 23%, EPAC2 antagonist -4%, A549 tox 2%, HepG2 tox -1% and ATXN viability inactive.
For COc1ccccc1N1CCN(C(=O)c2cnc(N3CCCCC3)c3ccccc23)CC1 the results were Nrf2 activator -0.9%, TGFb SMAD3 inh inconclusive, A549 tox -10% and HepG2 tox -26%.
Screening Cc1ccccc1-c1cc(C(=O)NCC2CC2)n(CC2CC(c3cccnc3)=NO2)n1 (configuration not stated) returned Nrf2 activator -0.6%, Nrf2 block -10%, TGFb SMAD3 inh 19%, MCF10A rereplic -1%, ATXN2 expr inh 7%, EPAC2 antagonist 4%, A549 tox 0%, HepG2 tox 2% and ATXN viability inactive.
CCOc1ccc(CCN2C(=S)N([C@@H](Cc3ccccc3)CN3CCC[C@@H]3CN3C(=S)NC[C@@H]3CC(C)C)C[C@@H]2Cc2ccccc2)cc1 was read as Nrf2 activator -0.2%, ATXN2 expr inh -7%, EPAC2 antagonist 5% and ATXN viability inactive.
Screening CS(=O)(=O)N1CCCCC1c1cc(C(=O)Nc2ccccc2Cl)no1 (configuration not stated) returned Nrf2 activator 3.1%, TGFb SMAD3 inh 11%, ATXN2 expr inh 17%, EPAC2 antagonist -3%, HepG2 tox -34% and ATXN viability inactive.
For Cc1c(C2Nc3ccccc3C(=O)N2O)cnn1C (configuration not stated) the results were Nrf2 activator 3.7%, Nrf2 block -29%, TGFb SMAD3 inh -7%, MCF10A rereplic -3%, ATXN2 expr inh 1%, EPAC2 antagonist 0%, A549 tox 10%, HepG2 tox -18% and ATXN viability inactive.
For N/C(=N\O)C1COc2ccccc2O1 (configuration not stated) the results were Nrf2 activator -0.6%, Nrf2 block -9%, TGFb SMAD3 inh 0%, MCF10A rereplic -180%[0.0737 µM], ATXN2 expr inh 2%, EPAC2 antagonist -1%, A549 tox -9%, HepG2 tox 2% and ATXN viability inactive.
For CCCCC(=O)NC(c1ccco1)c1cc(Cl)c2cccnc2c1O (configuration not stated) the results were Nrf2 activator -0.1%, Nrf2 block inconclusive, TGFb SMAD3 inh inconclusive, MCF10A rereplic 26%, ATXN2 expr inh inconclusive, EPAC2 antagonist 31%[activator], A549 tox -19% and HepG2 tox -5%.
For Nc1ncnc2nc(SCCC(=O)O)[nH]c12 the results were Nrf2 activator 0.3%, Nrf2 block 12%, TGFb SMAD3 inh 14%, MCF10A rereplic 1%, ATXN2 expr inh -4%, EPAC2 antagonist -4%, A549 tox -1%, HepG2 tox -2% and ATXN viability inactive.
Screening COCc1[nH][nH]c(=O)c1C=Nc1ccccc1 returned Nrf2 activator -0.1%, Nrf2 block 8%, TGFb SMAD3 inh -15%, MCF10A rereplic 1%, ATXN2 expr inh 12%, EPAC2 antagonist 6%, A549 tox 1%, HepG2 tox -1% and ATXN viability inactive.

Random excerpt: 2 records from the list.
For Cc1c(C2Nc3ccccc3C(=O)N2O)cnn1C (configuration not stated) the results were Nrf2 activator 3.7%, Nrf2 block -29%, TGFb SMAD3 inh -7%, MCF10A rereplic -3%, ATXN2 expr inh 1%, EPAC2 antagonist 0%, A549 tox 10%, HepG2 tox -18% and ATXN viability inactive.
O=c1[nH]c(CSc2nnc(-c3ccccc3)n2-c2ccccc2)nc2ccccc12 was read as Nrf2 activator 0.6%, Nrf2 block -9%, TGFb SMAD3 inh -8%, MCF10A rereplic -2%, ATXN2 expr inh -6%, EPAC2 antagonist -2%, A549 tox 6%, HepG2 tox -34% and ATXN viability inactive.

For convenience, part of the list above.
For Cc1ccc2cc(CN(c3ccccc3)S(=O)(=O)c3ccccc3)c(=O)[nH]c2c1 the results were Nrf2 activator -0.3%, Nrf2 block 6%, TGFb SMAD3 inh 13%, MCF10A rereplic 6%, ATXN2 expr inh 37%, EPAC2 antagonist 4%, A549 tox -21%, HepG2 tox 21% and ATXN viability inactive.
`CCCCOc1ccc(N=Cc2ccc[nH]2)cc1` gave Nrf2 activator 0.2%, Nrf2 block 1%, TGFb SMAD3 inh 19%, MCF10A rereplic inconclusive, ATXN2 expr inh 5%, EPAC2 antagonist -1%, A549 tox -1%, HepG2 tox 3% and ATXN viability inactive.

Next section
For Cc1ccc(C)c(Nc2c(F)c(F)c(F)c(F)c2C(=O)O)c1 the results were Nrf2 activator -0.2%, Nrf2 block -13%, TGFb SMAD3 inh -5%, MCF10A rereplic inconclusive, ATXN2 expr inh 23%, EPAC2 antagonist -5%, A549 tox 1%, HepG2 tox 2% and ATXN viability inactive.
For O=C(CN1C(=O)S/C(=C\c2cc(Cl)c(O)c(Cl)c2)C1=O)Nc1ccccc1 the results were Nrf2 activator -0.2%, Nrf2 block inconclusive, TGFb SMAD3 inh 20%, MCF10A rereplic inconclusive, ATXN2 expr inh -9%, EPAC2 antagonist inconclusive, A549 tox inconclusive, HepG2 tox -11% and ATXN viability inactive.
`COc1ccccc1NC(=O)c1c[nH]c2ccccc12` gave Nrf2 activator 7.3%, Nrf2 block inconclusive, TGFb SMAD3 inh -17%, MCF10A rereplic 3%, ATXN2 expr inh 55%[activator], EPAC2 antagonist -12%, A549 tox 3%, HepG2 tox -30% and ATXN viability inactive.
`O=C(NC1=NCCS1)c1csc2ccccc12` gave Nrf2 activator 6.7%, Nrf2 block inconclusive, TGFb SMAD3 inh -5%, MCF10A rereplic 2%, ATXN2 expr inh 40%[activator], EPAC2 antagonist -4%, A549 tox -2%, HepG2 tox -17% and ATXN viability inactive.
Screening COC(=O)c1cccc(NC(=O)c2ccc3c(c2)C(=O)N(Cc2cccnc2)C3=O)c1C returned Nrf2 activator 0.1%, Nrf2 block 5%, TGFb SMAD3 inh 0%, MCF10A rereplic 3%, ATXN2 expr inh 5%, EPAC2 antagonist 9%, A549 tox -5%, HepG2 tox -2% and ATXN viability inactive.
For COc1cccc(CNC(=O)c2ccc(S(=O)(=O)N3CCCCC3)cc2)c1 the results were Nrf2 activator -2.3%, TGFb SMAD3 inh -16%, EPAC2 antagonist 2%, HepG2 tox -17% and ATXN viability inconclusive.
`CC(=O)Oc1oc(-c2ccccc2)nc1/C=N/c1ccccn1` gave Nrf2 activator inconclusive, Nrf2 block inconclusive, TGFb SMAD3 inh -15%, MCF10A rereplic 0%, ATXN2 expr inh -10%, EPAC2 antagonist 2%, A549 tox 1%, HepG2 tox -16% and ATXN viability inactive.
For Cn1c(=O)c(=O)n(C)c2cc(N3CCOCC3)c(NS(=O)(=O)c3ccc(Cl)cc3)cc21 the results were Nrf2 activator 0.3%, Nrf2 block -26%, TGFb SMAD3 inh 6%, ATXN2 expr inh 3%, A549 tox -9%, HepG2 tox 1% and ATXN viability inactive.
For Fc1cccc(Cl)c1/C=N/Nc1ccccn1 the results were Nrf2 activator inconclusive, Nrf2 block inconclusive, TGFb SMAD3 inh 2%, MCF10A rereplic -1%, ATXN2 expr inh 47%[activator], EPAC2 antagonist 5%, A549 tox 7%, HepG2 tox -1% and ATXN viability inactive.
`COc1ccccc1CC1(C)C(=O)Nc2ccc(S(=O)(=O)NC3CCCCC3)cc21` (configuration not stated) gave Nrf2 activator -0.2%, TGFb SMAD3 inh -13%, ATXN2 expr inh -16%, EPAC2 antagonist -14%, HepG2 tox -23% and ATXN viability inactive.
For CC1CCCN(c2csc3ccc(F)cc3c2=O)C1 (configuration not stated) the results were Nrf2 activator 7.1%, TGFb SMAD3 inh 0%, ATXN2 expr inh 32%, A549 tox -7%, HepG2 tox -12% and ATXN viability inactive.
Screening CCCc1c(C(=O)N/N=C/c2ccc(C)s2)nnn1-c1nonc1N returned Nrf2 activator 0.3%, Nrf2 block -8%, TGFb SMAD3 inh 19%, MCF10A rereplic 1%, ATXN2 expr inh 1%, EPAC2 antagonist -6%, A549 tox 2%, HepG2 tox 10% and ATXN viability inactive.
Cc1cc2nc(C3CCCCC3)c(Cc3cccc(F)c3)n2c(C)c1Br was read as Nrf2 activator 0.5%, TGFb SMAD3 inh -8%, ATXN2 expr inh 3%, EPAC2 antagonist 9%, HepG2 tox -39% and ATXN viability inactive.
`CCOC(=O)C1=CCN(S(=O)(=O)c2cccc(Cl)c2)C1c1cccc(C)c1` (configuration not stated) gave Nrf2 activator 7.1%, TGFb SMAD3 inh -19%, ATXN2 expr inh -13%, EPAC2 antagonist -19%, HepG2 tox -25% and ATXN viability inconclusive.
`COc1cc(C(C(=O)NC(C)(C)C)N(C(=O)CNC(=O)c2cccs2)c2ccccc2)cc(OC)c1OC` (configuration not stated) gave Nrf2 activator 0.1%, Nrf2 block 9%, TGFb SMAD3 inh -7%, MCF10A rereplic -7%, ATXN2 expr inh 0%, EPAC2 antagonist 2%, A549 tox 3%, HepG2 tox 2% and ATXN viability inactive.

Some of the compounds tested; rates above refer to the full screens.
